Assay outcomes (PubChem BioAssay)
CHOP UPR activ: activators of apoptotic arm of unfolded protein response (CHOP) | CHO-CHOP luciferase reporter, UPR activation, luminescence; percent of tunicamycin response over DMSO baseline | activation, % at 10 µM | actives 0.34% (n = 330,000);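 active = at 10 µM dose, activation of 40% or more, normalized to positive control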;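 also: 100% = tunicamycin at 10 µg/mL and 0% = DMSO alone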
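Evaluation: % reporter activation, DMSO baseline versus tunicamycin full activation; System: CHO-CHOP luciferase reporter cell line; Input: 500 cells/well; Incubation: 6 h compound treatment, 37 °C; Measured by: Steady-Glo luciferase luminescence; Dosing: one dose, 10 µM in 0.5% DMSO; Buffer or medium: F12 medium, 10% FBS; Benchmarks: positive tunicamycin 10 µg/mL, negative DMSO alone.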
XBP1 UPR activ: adaptive UPR (XBP1) activation; activation, % at 20 µM; actives 0.33% (n = 330,000); CHO-XBP1 luciferase reporter, IRE1-XBP1 UPR activation, luminescence; percent of tunicamycin response, DMSO as zero; AID 463104;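 active = versus positive control, 20 µM dose yields 30% or more activation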;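 also: 100% = tunicamycin at 10 µg/mL and 0% = DMSO only wells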
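Material: CHO cell line with stable XBP1 luciferase reporter; buffer or medium: F12 medium containing 10% fetal bovine serum; compound: single point, 20 µM final compound, 1% DMSO; incubation: 6 h treatment, 37 °C; measured by: glow luminescence from Steady-Glo reagent; evaluation: activation, % of tunicamycin; control set: tunicamycin high, DMSO low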
tim23-1 inh: inhibits growth of tim23-1 mutant yeast. actives 1.3% (n = 330,000). inhibition, % at 20 µM. S. cerevisiae tim23-1 growth, BacTiter-Glo luminescence, 24 h. AID 463212;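 active = growth inhibition of the mutant yeast at or above 50%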;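 also: temperature-sensitive mutant grown at 25 °C; plate controls were DMSO-treated mutant yeast for no effect and medium wells lacking yeast for full effect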
697 NFkB inh: lowers PMA/ionomycin-induced NF-kB signal in 697 B cells; AID 435022; actives 0.33% (n = 330,000); inhibition, % at 4 µM; 697 B-cell NF-kB luciferase reporter, 16 h; in the data active = inhibition above about 35%
tim10-1 inh: inhibits growth of tim10-1 mutant yeast | S. cerevisiae tim10-1 ts strain growth, BacTiter-Glo, 24 h | inhibition, % at 20 µM | actives 2.2% (n = 330,000) | AID 463190;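 active = inhibition of at least 40%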;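 also: mutant grown at 25 °C; 0% = DMSO wells with yeast and 100% = wells holding no yeast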
Mdm2 MdmX PPI: disrupts the human Mdm2-MdmX interaction | O15151+Q00987 | SaOS-2 split-luciferase Mdm2/MdmX complementation, luminescence | inhibition, % at 8 µM | actives 3% (n = 330,000);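 active = inhibition of at least 50% at 8 µM in the primary screen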
Target sequence (O15151 whole entry, looked up): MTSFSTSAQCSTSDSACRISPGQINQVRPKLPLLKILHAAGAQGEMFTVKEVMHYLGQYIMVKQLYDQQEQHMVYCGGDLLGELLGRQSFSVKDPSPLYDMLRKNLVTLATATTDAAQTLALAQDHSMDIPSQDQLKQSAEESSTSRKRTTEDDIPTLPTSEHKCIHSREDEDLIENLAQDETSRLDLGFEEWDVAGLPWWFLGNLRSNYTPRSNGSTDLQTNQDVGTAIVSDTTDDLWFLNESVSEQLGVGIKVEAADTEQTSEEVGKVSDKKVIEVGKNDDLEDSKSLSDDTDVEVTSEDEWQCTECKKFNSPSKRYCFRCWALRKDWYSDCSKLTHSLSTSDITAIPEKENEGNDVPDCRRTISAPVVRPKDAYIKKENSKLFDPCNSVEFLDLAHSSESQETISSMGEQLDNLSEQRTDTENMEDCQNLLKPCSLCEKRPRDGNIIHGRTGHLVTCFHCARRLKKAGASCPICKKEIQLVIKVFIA
Target sequence (Q00987 whole entry, looked up): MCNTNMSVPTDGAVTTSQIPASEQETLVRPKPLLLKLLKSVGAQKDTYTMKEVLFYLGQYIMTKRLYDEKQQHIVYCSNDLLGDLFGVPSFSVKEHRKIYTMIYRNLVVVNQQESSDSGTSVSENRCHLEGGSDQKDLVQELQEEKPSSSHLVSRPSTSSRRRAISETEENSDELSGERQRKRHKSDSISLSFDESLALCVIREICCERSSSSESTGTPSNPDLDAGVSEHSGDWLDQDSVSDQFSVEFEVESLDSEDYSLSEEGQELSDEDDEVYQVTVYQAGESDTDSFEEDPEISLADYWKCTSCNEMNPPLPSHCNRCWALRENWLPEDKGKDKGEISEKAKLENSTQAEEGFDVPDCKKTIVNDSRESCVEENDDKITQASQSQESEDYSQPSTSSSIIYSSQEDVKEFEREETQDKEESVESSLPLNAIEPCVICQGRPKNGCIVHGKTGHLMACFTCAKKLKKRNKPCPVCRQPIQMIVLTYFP
Jurkat NFkB inh: inhibitors of the PMA/ionomycin-induced NF-kB reporter in Jurkat cells; PMA/ionomycin-induced NF-kB luciferase reporter, luminescence; inhibition, % at 4 µM; actives 0.53% (n = 330,000); in the data active = inhibition above about 50%
TIM10 inh: growth inhibitors of TIM10 yeast strain | S. cerevisiae TIM10 strain growth, BacTiter-Glo luminescence, 24 h | inhibition, % at 10 µM | actives 1.4% (n = 330,000);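 active = inhibition of 40% or more at the single tested concentration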;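 also: wild-type TIM10 isogenic control strain grown at permissive 25 °C; 0% = DMSO yeast wells and 100% = minimal medium wells without yeast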
Numbers without * were called inactive.

SMILES	CHOP UPR activ	XBP1 UPR activ	tim23-1 inh	697 NFkB inh	tim10-1 inh	Mdm2 MdmX PPI	Jurkat NFkB inh	TIM10 inh
Cc1ccc(CNC(=O)CCC(=O)N2CC(C)Sc3ccccc32)cc1 (stereo not drawn)	-1.0	-3	22	-4	28	10	2	8
CCOC(=O)C1(Cc2ccccc2)CCCN(C(=O)c2ccc(-n3ccnc3)cc2)C1 (stereo not drawn)	3.2	-3	20	-29	15	0	-13	5
Cc1ccc(C(=O)OCN2C(=O)c3ccccc3C2=O)cc1S(=O)(=O)N1CCOCC1	1.1	-1	16	13	12	25	11	2
CCOC(=O)CSc1nnc(NC(=O)c2cc([N+](=O)[O-])cc([N+](=O)[O-])c2)s1	-1.0	-2	24	23	9	-5	2	-4
Cc1cccc(N2CCN(C(=S)Nc3ccc4nc(N5CCOCC5)cc(C)c4c3)CC2C)c1 (stereo not drawn)	5.5	0	11	-38	18	21	-7	8
CC1(C)CC(=O)C(C(C2=C(O)CC(C)(C)CC2=O)c2ccc(Cl)c([N+](=O)[O-])c2)C(=O)C1 (stereo not drawn)	0.7	-3	21	15	23	16	-15	4
Cc1cc(C)c(C)c(S(=O)(=O)N2CCC(C(=O)NCc3ccco3)CC2)c1C	-0.8	-2	25	10	18	-1	-11	-5
COc1ccc2c(c1)c(=O)oc1cc(OCC(=O)N3CCc4ccccc4C3)ccc12	-0.1	0	-22	9	-8	-18	-6	-13
CN1CCN(C(=S)NC(CC(=O)c2ccccc2)c2ccccc2)CC1 (stereo not drawn)	-0.1	0	21	5	13	20	7	20
O=C(NCc1ccccc1)C(Cc1ccccc1)NS(=O)(=O)c1cccc2nsnc12 (stereo not drawn)	-1.1	-2	12	5	20	8	6	-3
CCOc1cc(S(=O)(=O)N2CCCC2)c(C)cc1C	0.0	-3	15	10	11	-5	-6	12
Cc1cc(C)c(C(=O)N2CCCC(C(=O)c3cc(F)ccc3F)C2)o1 (stereo not drawn)	-2.9	2	12	1	15	5	7	2
COc1ccc(CCCc2nnc(SCC(=O)Nc3cccc(C)c3)o2)cc1	0.9	-2	0	10	11	14	-18	-30
CCOC(=O)c1cccc(NC(=O)Cn2cc3c(n2)CCC(C)C3)c1 (stereo not drawn)	-1.9	1	35	-3	22	19	-8	7
CCOc1cc(NC(=O)c2cccs2)c(OCC)cc1NC(=O)c1cccnc1	0.3	13	-5	6	-20	46	0	-14
CSc1nc(C)c(CCOC(=O)c2cccc(Cl)c2)c(=O)[nH]1	-0.3	0	-4	-4	29	9	-14	0
O=S(=O)(Nc1cc(F)ccc1F)c1cccc2nsnc12	-1.6	-3	18	2	-5	20	-19	-2
CCN(CC)c1ccc(NC(=O)C2=CC=CN3CCS(=O)(=O)N=C23)cc1	1.9	3	1	-26	3	-15	-15	5
CC1CN(S(=O)(=O)c2ccc(C(=O)NC3CCCCC3)cc2)CC(C)O1 (stereo not drawn)	-2.4	-1	9	-6	-3	18	7	2
O=C1CC(c2ccccc2)CC(O)=C1C=NCCN1CCNCC1 (stereo not drawn)	-0.6	-3	-7	-2	-18	4	-8	-7
Cc1ccc(S(=O)(=O)N2CCN(C(=O)CSc3cc(C)ccc3C)CC2)c(C)c1	1.6	-6	22	0	23	33	-4	-17
Cc1ccccc1NC(=O)CSCCN1C(=O)c2ccccc2C1=O	-0.3	1	3	-7	11	-39	-9	11
COC(=O)CC1Oc2ccccc2N(Cc2ccccc2)C1=O (stereo not drawn)	1.0	1	11	-4	9	19	-7	10
Cc1c(OCC(=O)NC(Cc2c[nH]c3ccc(O)cc23)C(=O)O)ccc2c3c(c(=O)oc12)CCC3 (stereo not drawn)	0.2	-1	10	6	-3	26	2	-2
CCC(C(=O)NC1CCCC1)n1c(SCc2cccc(C)c2)nc2ccncc21 (stereo not drawn)	-0.6	-2	-3	-4	-13	24	-12	0
Cc1ccc(C(=O)NNC(=S)NC(=O)COc2ccccc2)cc1	-1.7	-2	-28	-12	-12	0	0	-1
CCOC(=O)COc1cc(N2C(=O)CSCC2=O)c(Cl)cc1Cl	0.1	-2	16	17	10	-14	14	11
Cc1nn(CCCC(=O)NCc2ccccc2)c(=O)c2nn(-c3ccccc3)c(C)c12	-1.7	-5	13	8	10	-3	19	10
Cc1ccc2c(c1)nnc1nnc(SCC(=O)O)n12	-1.3	-3	-22	10	-10	18	-7	23
COc1ccc(C(=O)CSc2n[nH]c(C)n2)cc1[N+](=O)[O-]	-1.5	-2	1	27	3	2	14	3

Limited to Mdm2 MdmX PPI, tim23-1 inh and Jurkat NFkB inh, for 5 of the compounds above:
Compound | Mdm2 MdmX PPI | tim23-1 inh | Jurkat NFkB inh
CCC(C(=O)NC1CCCC1)n1c(SCc2cccc(C)c2)nc2ccncc21 (stereo not drawn) | 24 | -3 | -12
Cc1ccc(C(=O)NNC(=S)NC(=O)COc2ccccc2)cc1 | 0 | -28 | 0
CCOC(=O)COc1cc(N2C(=O)CSCC2=O)c(Cl)cc1Cl | -14 | 16 | 14
Cc1nn(CCCC(=O)NCc2ccccc2)c(=O)c2nn(-c3ccccc3)c(C)c12 | -3 | 13 | 19
Cc1ccc2c(c1)nnc1nnc(SCC(=O)O)n12 | 18 | -22 | -7

(next part)
SMILES	CHOP UPR activ	XBP1 UPR activ	tim23-1 inh	697 NFkB inh	tim10-1 inh	Mdm2 MdmX PPI	Jurkat NFkB inh	TIM10 inh
CSc1ccccc1NC(=O)CN(C)CC(=O)Nc1ccccc1F	4.2	0	9	12	12	-10	-1	-2
CCOC(=O)NC(=O)CSc1nnc(C)s1	1.8	4	13	1	14	6	4	14
CCOC(=O)C1=C(C)N=C2SCCC(=O)N2C1c1cccs1 (stereo not drawn)	-0.4	-2	11	3	6	5	4	5
O=C1c2ccccc2C(=O)C1c1ccccc1	1.2	-3	12	2	3	7	10	7
COc1cc(/C=C2\SC(=S)N(CCC(=O)Nc3ccccc3)C2=O)cc(OC)c1OC	-1.3	1	28	14	17	-8	6	12
Cc1ccccc1OCC(=O)NCCCNC(=O)c1ccccn1	0.2	-4	13	12	-16	32	-8	9
Cc1ccc(OCC(=O)NC2CCCC(C)C2C)c([N+](=O)[O-])n1 (stereo not drawn)	-0.8	0	32	-33	12	-41	-10	-7
O=C(CCn1c(=O)c2sccc2n(CC(=O)OCc2ccccc2)c1=O)NCc1ccco1	3.7	-2	16	11	12	6	-4	2
COc1ccc(NC(=O)CSc2ncn[nH]2)c([N+](=O)[O-])c1	0.6	0	5	8	-8	12	-7	-12
COc1ccc(C(=O)N2CCCC2)cc1S(=O)(=O)N1CCC(C)CC1	2.1	-3	3	21	-4	-3	-10	7
O=C(CCN1CCCCC1)N=Nc1c(O)[nH]c2ccccc12	1.3	-4	31	3	25	8	-9	8
Cc1csc(NC(=O)c2ccc3ccccc3n2)n1	2.2	-6	8	-162	16	-113	-104	26
O=C(c1cccc(F)c1)N(Cc1nc2ccccc2c(=O)[nH]1)C1CCCC1	-0.7	1	25	-8	-14	18	1	-7
CCOC(=O)c1ccc(-c2cccc(C(F)(F)F)c2)nc1C	2.0	-1	0	3	21	-26	-9	17
COc1ccc(Nc2ccc(S(=O)(=O)N3CCCCC3)cc2[N+](=O)[O-])cc1OC	2.1	0	-25	-22	-4	27	4	-72
COc1ccc(Nc2nc(-c3ccccc3)nc3ccccc23)cc1	2.0	-7	67*	1	52*	34	5	39
CCNCC(=O)Nc1c(C)cccc1C	-3.3	-5	6	12	0	7	-2	4
C/C(Nc1ccc(F)cc1)=C(/C#N)C(N)=O	0.0	0	2	-3	13	-5	5	-1
COc1ccc(C2C(C(N)=O)=C(C)Nc3ncnn32)cc1 (stereo not drawn)	0.9	1	-1	3	7	-23	1	-14
O=[N+]([O-])c1ccc(OCc2n[nH]c(=S)n2-c2ccccc2)cc1	0.0	-4	18	-21	19	8	-8	10
CC1CCN(C(=O)COC(=O)c2ccccc2NC(=O)c2ccco2)CC1	2.6	2	21	12	13	-8	-13	-11
COc1ccc(S(=O)(=O)N2CCC(C)CC2)cc1N(C)S(=O)(=O)c1ccccc1	-0.6	-2	10	7	7	8	7	8
O=C(CCCN1C(=O)/C(=C/c2ccccc2OC(F)F)SC1=S)Nc1cccnc1	0.1	-2	51*	0	16	85*	12	24
COc1cc(OC)cc(C(=O)NCC(=O)OCC(=O)Nc2cc(S(C)(=O)=O)ccc2Cl)c1	1.2	-1	7	11	14	-5	4	-4
O=C(NC1CCCCC1)C12CC3CC(C1)CC(n1cncn1)(C3)C2	0.3	-3	19	-21	21	-8	-5	12
Cc1[nH]n(-c2ccc(Cl)c(Cl)c2)c(=O)c1CCO	-0.8	-3	31	3	43*	2	12	20
OCC[C@H]1C[C@H](O)[C@@H](O)[C@]2(CCc3ccccc3O2)O1	-1.3	-2	-4	8	-3	-10	11	7
CCc1ccccc1N(C1=NCCCS1)S(=O)(=O)c1ccc(C(C)(C)C)cc1	3.7	-2	20	20	27	49	-4	11
CCN(CC)C(c1ccc(F)cc1)c1nnnn1C1CCCCC1 (stereo not drawn)	-1.3	1	27	-13	31	15	-4	25
COCCCNS(=O)(=O)c1ccc2[nH]c3c(c2c1)CCCCC3	0.7	-5	23	-2	35	22	0	20
N#CCCN(C(=O)COC(=O)c1n[nH]c2ccccc12)c1ccccc1	0.9	1	21	-10	7	12	16	4
Cc1ccc(C2(C)NC(=O)N(CC(=O)NC(C)c3ccccc3)C2=O)cc1 (stereo not drawn)	2.2	-1	8	6	10	-17	-2	-4
COC(=O)C1=C(CS(=O)(=O)c2ccc(C)cc2)NC(=O)NC1c1ccc(OC)c(OC)c1 (stereo not drawn)	1.0	-4	-8	-4	-1	3	-12	3
Cc1cc(NC(=O)c2c(Cl)cnn2C)no1	-1.6	-3	9	-10	22	-10	1	-10
CCN(c1cccc(C(F)(F)F)c1)S(=O)(=O)c1ccc2c(c1)CCN2C(C)=O	-0.5	-1	-10	-15	3	14	8	4
COc1ccc(CCNCC(=O)Nc2ccc(C)c(S(=O)(=O)N(C)C)c2)cc1	4.7	-1	27	7	8	14	-13	4
Cc1ccc(C)c(Nc2cc(C)nc3ccccc23)c1	-2.1	-4	-6	-16	-5	28	-3	-5
C=CCn1c(SC)nnc1-c1cccc([N+](=O)[O-])c1	-0.5	-1	10	11	1	14	-1	-6
O=C(O)CNS(=O)(=O)c1ccc2c3c(cccc13)C(=O)N2	-0.1	-3	-10	-1	-9	17	-3	1
CN1CCN(CCC(=O)Nc2cccc(F)c2)CC1	0.0	1	9	10	18	0	13	11
NS(=O)(=O)c1ccc(CCNC(=O)CNC(=O)c2ccc(Oc3ccccc3)cc2)cc1	2.9	1	-6	-2	3	18	4	7
COc1cc(CC(=O)Oc2ccc3c(c2)OCO3)cc(OC)c1OC	-1.2	0	8	-37	24	-18	-8	13
CCOC(=O)N1CCN(C(=O)c2ccc(S(=O)(=O)NCc3ccco3)cc2)CC1	-1.2	0	9	-14	-13	8	1	20
CCC(C)NC(=O)CSc1ncnc2sccc12 (stereo not drawn)	2.5	-3	-7	7	8	-7	2	2
COc1ccc(NC(=O)COc2cccc(-n3cnnn3)c2)cc1Cl	-0.2	-1	-11	17	-13	19	11	-23
O=S(N1CCCCCC1)C12CC3CC(CC(C3)C1)C2 (stereo not drawn)	-2.8	-4	42	-44	33	12	-10	9

Reprinted at random: two compounds from above.
SMILES	CHOP UPR activ	XBP1 UPR activ	tim23-1 inh	697 NFkB inh	tim10-1 inh	Mdm2 MdmX PPI	Jurkat NFkB inh	TIM10 inh
CCOC(=O)N1CCN(C(=O)c2ccc(S(=O)(=O)NCc3ccco3)cc2)CC1	-1.2	0	9	-14	-13	8	1	20
Cc1ccc(C)c(Nc2cc(C)nc3ccccc23)c1	-2.1	-4	-6	-16	-5	28	-3	-5
